High-throughput results: PubChem, Broad Institute
RAD54 branch – inhibitors of human RAD54 branch migration, primary screen, biochemical, fluorescence, single point; DNA repair and recombination protein RAD54-like (Homo sapiens), Q92698; RAD54 Holliday junction branch migration, FAM/BHQ fluorescence; inhibition, % at 10.4 µM; actives 0.14% (n = 360,000); AID 602329, 2012;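 active = mean normalized replicate activity at least 40 and at least half of replicates scoring 40 or more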;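 also: 0% = median of neutral control wells and 100% = median of positive control wells; inhibitors cause a drop in the FAM fluorescence signal; in these data hits start at about 50%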
ERAP1 inh – human ERAP1 aminopeptidase inhibitors, primary screen, biochemical, single point, plate reader; actives 0.15% (n = 340,000); AID 652197, 2013; Endoplasmic reticulum aminopeptidase 1 (Homo sapiens), Q9NZ08; inhibition, % at 10.7 µM; recombinant ERAP1, Leu-AMC fluorescence, 60 min;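 active = mean replicate inhibition of at least 30%, or all replicates individually reaching that 30% level; inactive = mean below 30% and not every replicate reaching it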;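 also: 0% = neutral control wells and 100% = L-leucinethiol positive control wells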
Target sequence (Q9NZ08 whole entry, looked up): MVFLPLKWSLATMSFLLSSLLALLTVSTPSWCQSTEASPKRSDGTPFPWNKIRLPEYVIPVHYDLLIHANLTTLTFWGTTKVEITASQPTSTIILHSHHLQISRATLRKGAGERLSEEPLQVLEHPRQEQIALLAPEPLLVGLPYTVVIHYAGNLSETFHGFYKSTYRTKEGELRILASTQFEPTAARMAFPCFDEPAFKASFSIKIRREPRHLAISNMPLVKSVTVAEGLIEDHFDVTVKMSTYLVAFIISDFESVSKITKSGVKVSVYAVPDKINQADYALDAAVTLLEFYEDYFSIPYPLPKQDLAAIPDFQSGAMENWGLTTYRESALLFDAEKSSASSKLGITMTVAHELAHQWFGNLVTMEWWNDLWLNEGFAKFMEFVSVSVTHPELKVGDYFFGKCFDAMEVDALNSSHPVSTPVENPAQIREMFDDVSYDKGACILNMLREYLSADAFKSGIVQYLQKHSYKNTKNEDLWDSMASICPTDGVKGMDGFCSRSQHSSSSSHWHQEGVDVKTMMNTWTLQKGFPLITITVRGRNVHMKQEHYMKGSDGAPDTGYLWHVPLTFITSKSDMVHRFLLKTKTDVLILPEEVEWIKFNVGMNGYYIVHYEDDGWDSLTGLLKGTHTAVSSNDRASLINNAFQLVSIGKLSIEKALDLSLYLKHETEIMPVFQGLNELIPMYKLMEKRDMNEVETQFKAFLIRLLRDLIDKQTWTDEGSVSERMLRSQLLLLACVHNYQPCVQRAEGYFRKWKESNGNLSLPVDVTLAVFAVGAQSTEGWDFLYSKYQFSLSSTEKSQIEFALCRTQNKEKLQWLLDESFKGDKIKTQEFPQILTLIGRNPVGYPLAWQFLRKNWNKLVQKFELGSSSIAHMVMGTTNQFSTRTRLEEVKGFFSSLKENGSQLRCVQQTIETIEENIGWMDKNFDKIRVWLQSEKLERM
esBAF inh – Bmi1 luciferase reporter increase in mESCs, primary screen, esBAF inhibitor project, mouse ES cells, Bmi1 luciferase knock-in, single point | reporter increase, % at 12.5 µM | 24 h; 100% = twice the neutral-well signal | actives 2% (n = 350,000); in the data active = activation above about 40%;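 also: 0% = median of the plate's neutral control wells and 100% = double that signal; a rise in the Bmi1 reporter signal indicates esBAF inhibition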
F508del corr – F508del CFTR correction, initial screen, CFBE line, single point; CFBE cells, YFP halide quenching; stimulated with forskolin plus potentiator P3; % fluorescence drop versus neutral controls; activity (quench increase), % at 7.58 µM; actives 0.36% (n = 350,000);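 active = mean added fluorescence quench of at least 8% versus neutral control, with both replicates also reaching 8%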;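 also: cells transiently co-express mutant CFTR-F508del with the halide-sensitive YFP; corrector assay measuring rescue of mutant channel to the surface after 24 h compound exposure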
RAD52 anneal inh – RAD52 DNA annealing inhibitors, primary screen, biochemical, FRET, single point, set 2; recombinant RAD52 DNA annealing, FRET fluorescence; inhibition, % at 18.7 µM; actives 0.46% (n = 360,000);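 active = every replicate showing at least 50% inhibition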
ARNT TACC3 PPI – disruptors of ARNT/TACC3 protein interaction, primary screen, biochemical, AlphaScreen, single concentration; actives 0.66% (n = 390,000); inhibition, % at 9.99 µM; AlphaScreen His-ARNT PAS-B/GST-TACC3 binding, luminescence; TACC3 fragment carries E629A point mutation; AID 623870, 2012;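 active = mean inhibition of replicates at least 50% and at least half of replicates each reaching 50%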;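 also: 0% = complete ARNT plus TACC3 wells and 100% = ARNT alone without TACC3; many hits fall short of the cut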
XiGFP reactiv – activators of inactive X chromosome reactivation, primary screen, imaging, XiGFP fibroblasts, GFP high-content imaging, set 2 | XiGFP mouse fibroblasts, % GFP-positive cells imaging, 3 d; cells co-treated with 5-aza-dC sensitizer; scaled so ellipticine positive control = 100% | activation, % at 7.58 µM | actives 0.055% (n = 360,000);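 active = mean normalized replicate activation at least 10% and every replicate at or above 10%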;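 also: 0% = median of on-plate neutral control wells and 100% = ellipticine 6 µM median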
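material = 68-5-11 XiGFP fibroblast line | medium = DMEM plus 5-aza-dC sensitizer | schedule = 3 days compound exposure | benchmarks = positive control ellipticine, 6 µM final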
GSIS activator – GLuc luminescence reporter in INS-1E cells, primary screen for activators of glucose-dependent secretion of insulin; INS-1E GLuc reporter insulin secretion, 2-3 h; activation, % at 16.6 µM; actives 0.61% (n = 370,000);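 active = lowest replicate activation of at least 40%, so every replicate reaches that level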;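 also: 0% = median of neutral control wells and 100% = median of IBMX positive control wells; some compounds called inactive have numbers as strong as hits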
Numbers without * were called inactive; nt = no result given.

Compound	RAD54 branch	ERAP1 inh	esBAF inh	F508del corr	RAD52 anneal inh	ARNT TACC3 PPI	XiGFP reactiv	GSIS activator
CCCC#Cc1ccc2c(c1)O[C@@H](CN(C)Cc1cncnc1)[C@H](C)CN([C@@H](C)CO)S2(=O)=O	-7	0	1	2.3	7	-5	0.1	-18
CCN(CC)C(=O)[C@H]1CC(CC(=O)NCCc2ccccn2)C(=O)N2CCc3c([nH]c4ccc(OC)cc34)[C@]12C (stereo not given in full)	8	4	-1	-3.9	-10	5	0.5	0
CC(C)c1ccc(NC(=S)N2CCN(C)CC2)cc1	-1	-5	12	0.5	-20	-24	0.0	3
CC(Oc1ccccc1)C(=O)Nc1nc2c(s1)C(=O)CC(C)(C)C2 (stereo not given)	2	nt	2	nt	nt	-2	nt	-9
CC1C(=O)N2CCCc3cc(S(=O)(=O)NCc4ccccc4Cl)cc1c32 (stereo not given)	0	-1	6	0.1	5	-3	0.3	-2
O=C(C[C@H]1C[C@@H]2c3cc(NS(=O)(=O)c4ccc(F)cc4)ccc3O[C@@H]2[C@@H](CO)O1)NCc1ccccn1	0	-3	2	-1.7	-2	11	0.2	-10
Cc1ccc2nc(Cl)c3cc(C(=O)NCCCN4CCCC4)sc3c2c1	79*	15	0	1.5	79*	14	0.2	9
Cn1c(NC(=O)c2ccc3c(c2)OCO3)cc(=O)n(C)c1=O	2	6	-3	-1.3	-4	-10	0.0	nt
CCCCn1c(N)c(N(CC)C(=O)c2ccc(N3CCCC3=O)cc2)c(=O)[nH]c1=O	-7	4	-5	-0.7	-8	-3	0.1	6
O=C(Nc1ccc(Cl)cc1)Nc1ccccc1C(=O)O	-5	-1	-1	-2.1	-14	4	0.1	-7
COc1ccccc1CNS(=O)(=O)c1c(C)[nH]c(C)c1C(=O)N1CCCCC1	-6	-4	0	-0.9	-6	-3	0.0	-5
CCCNC(=O)Nc1ccccc1SC	nt	0	nt	0.6	-10	nt	0.0	2
COc1cccc(NC(=O)CN(C)C(=O)C2CCN(C(=O)c3ccccc3C)CC2)c1	7	-2	-3	2.6	-6	3	0.0	4
COc1cc(C2C(C(=O)c3ccco3)=C(O)C(=O)N2CC2CCCO2)ccc1O (stereo not given)	-3	-2	2	2.1	-13	nt	0.1	-2
O=C1c2ccccc2-c2cccc(C(=O)N3CCCCC3)c21	nt	-2	nt	2.0	-11	-18	-0.1	2
CC=Cc1ccc2n(c1=O)C[C@@H]1[C@@H](CO)[C@H](C(=O)N(C)C)N(Cc3cccc(F)c3)[C@H]21 (mixture of isomers)	9	0	-2	nt	-2	6	0.1	-4
O=C(CN(c1ccccc1F)S(=O)(=O)c1ccccc1)NC1CCCCCC1	nt	0	nt	-0.4	-7	-25	nt	nt
COc1ccc(S(=O)(=O)N2CCN(C)CC2c2ccccc2)cc1OC (stereo not given)	10	-3	-2	-2.2	-4	1	0.0	9
O=C(C[C@H]1CC[C@@H](NC(=O)C2CC2)[C@H](CO)O1)NCc1ccncc1	3	0	0	-1.5	4	-26	0.0	-2
COc1ccc(/C=C(\NC(=O)c2ccccc2)C(=O)NCC2CCCO2)cc1 (stereo not given)	1	1	-5	1.7	-15	-12	-0.1	27
C[C@@H]1CN([C@H](C)CO)C(=O)c2cc(NC(=O)Nc3ccc(C(F)(F)F)cc3)ccc2O[C@@H](C)CCCCO[C@@H]1CN(C)Cc1ccc(C(=O)O)cc1	0	2	-1	0.5	-3	10	-0.6	-4
Cc1cc(/C=N/NC(N)=S)c(O)c(/C=N/NC(N)=S)c1	-39	-2	-4	14*	-21	66*	0.8	15
C[C@H](CO)N1C[C@H](C)[C@@H](CN(C)C(=O)c2ccc(F)cc2)Oc2ncc(-c3ccc(F)cc3)cc2C1=O	14	0	-2	0.3	3	0	-0.9	-7
COC(=O)C1=C(C)N(C)C(=NCc2cccc(C(F)(F)F)c2)NC1c1ccccc1 (stereo not given)	nt	0	nt	1.6	-5	nt	0.3	-24

Given with two lines to a compound: part of the list above
Under each structure: RAD54 branch | ERAP1 inh | esBAF inh | F508del corr | RAD52 anneal inh | ARNT TACC3 PPI | XiGFP reactiv | GSIS activator
> CCCC#Cc1ccc2c(c1)O[C@@H](CN(C)Cc1cncnc1)[C@H](C)CN([C@@H](C)CO)S2(=O)=O
    -7 | 0 | 1 | 2.3 | 7 | -5 | 0.1 | -18
> CCN(CC)C(=O)[C@H]1CC(CC(=O)NCCc2ccccn2)C(=O)N2CCc3c([nH]c4ccc(OC)cc34)[C@]12C (stereo not given in full)
    8 | 4 | -1 | -3.9 | -10 | 5 | 0.5 | 0
> CC(C)c1ccc(NC(=S)N2CCN(C)CC2)cc1
    -1 | -5 | 12 | 0.5 | -20 | -24 | 0.0 | 3
> CC(Oc1ccccc1)C(=O)Nc1nc2c(s1)C(=O)CC(C)(C)C2 (stereo not given)
    2 | nt | 2 | nt | nt | -2 | nt | -9
> CC1C(=O)N2CCCc3cc(S(=O)(=O)NCc4ccccc4Cl)cc1c32 (stereo not given)
    0 | -1 | 6 | 0.1 | 5 | -3 | 0.3 | -2
> O=C(C[C@H]1C[C@@H]2c3cc(NS(=O)(=O)c4ccc(F)cc4)ccc3O[C@@H]2[C@@H](CO)O1)NCc1ccccn1
    0 | -3 | 2 | -1.7 | -2 | 11 | 0.2 | -10
> Cc1ccc2nc(Cl)c3cc(C(=O)NCCCN4CCCC4)sc3c2c1
    79* | 15 | 0 | 1.5 | 79* | 14 | 0.2 | 9
> Cn1c(NC(=O)c2ccc3c(c2)OCO3)cc(=O)n(C)c1=O
    2 | 6 | -3 | -1.3 | -4 | -10 | 0.0 | nt
> CCCCn1c(N)c(N(CC)C(=O)c2ccc(N3CCCC3=O)cc2)c(=O)[nH]c1=O
    -7 | 4 | -5 | -0.7 | -8 | -3 | 0.1 | 6
> O=C(Nc1ccc(Cl)cc1)Nc1ccccc1C(=O)O
    -5 | -1 | -1 | -2.1 | -14 | 4 | 0.1 | -7
> COc1ccccc1CNS(=O)(=O)c1c(C)[nH]c(C)c1C(=O)N1CCCCC1
    -6 | -4 | 0 | -0.9 | -6 | -3 | 0.0 | -5

(more compounds)
Compound	RAD54 branch	ERAP1 inh	esBAF inh	F508del corr	RAD52 anneal inh	ARNT TACC3 PPI	XiGFP reactiv	GSIS activator
CCN(CC)C(=O)C(=O)N/N=C/c1ccc(C(=O)O)cc1	10	nt	nt	nt	nt	-14	0.6	19
O=C(C[C@H]1C[C@H]2c3cc(NC(=O)c4cccnc4)ccc3O[C@H]2[C@@H](CO)O1)NC1CCCCC1	10	0	-3	-3.2	9	-1	0.1	17
CCCCOC(=O)c1ccc(NC(=O)c2c(N)n(C)c(=O)[nH]c2=O)cc1	nt	-4	nt	-1.8	-4	nt	0.2	nt
CCc1cccc(N(C(=O)c2csnn2)C(C(=O)NC(C)(C)CC)c2ccccn2)c1 (stereo not given)	nt	0	nt	1.5	-8	-2	0.0	-10
O=C(CN1CCCCCC1)Nc1ccccc1C(=O)Nc1ccccc1	nt	4	-7	1.2	-1	-5	0.5	-6
COC1(OC)N=C(N)C2(C#N)C(c3cccc(Oc4ccccc4)c3)C12C#N (stereo not given)	-19	nt	-6	nt	nt	2	nt	-7
Cc1onc(-c2ccccc2)c1C(=O)Nc1ccc(S(=O)(=O)N2CCCCC2)cc1	6	nt	13	0.6	-20	0	0.0	-5
Cc1cccc(C(=O)OC2CCOC2=O)c1O (stereo not given)	7	-3	-3	-1.2	-2	4	-0.1	-1
COCC(=O)N(C)C[C@H]1Oc2cc(C#C[C@H](C)O)ccc2S(=O)(=O)N([C@H](C)CO)C[C@@H]1C	2	-2	0	0.1	2	-5	0.0	9
COCCn1c(SCc2ccccc2F)nc2ccccc2c1=O	2	3	-7	0.8	4	-8	0.2	-6
CCOC(=O)C1CCCN(C(=O)c2ccc3sccc3c2)CC1 (stereo not given)	1	-1	8	-0.9	-53	nt	-0.2	6
COc1ccc(C2c3[nH]c4ccccc4c3CCN2CCCn2cccn2)c(C)c1C (stereo not given)	7	-12	-13	0.2	-41	-4	0.0	-24
CN(C[C@@H]1N[C@H](CO)[C@@H]1c1ccc(-c2cccc(F)c2)cc1)S(C)(=O)=O	-3	-3	-27	-9.0	-23	1	0.0	19
COc1ccc(NC(=O)c2ccc3[nH]c(C)c(C)c3c2)cc1	-20	-1	58*	-1.0	-13	7	0.0	-5
Cc1c([N+](=O)[O-])cc(N2C(=O)C=CC2=O)cc1[N+](=O)[O-]	-9	-3	-4	nt	-6	-28	nt	-4
C[C@@H]1CN([C@@H](C)CO)C(=O)c2cccc(NS(=O)(=O)c3ccc(F)cc3)c2O[C@@H]1CN(C)Cc1ccc(Oc2ccccc2)cc1	nt	nt	-1	-0.6	nt	nt	0.5	-18
CCCC1CCC(c2ccc(C(=O)NN)cc2)CC1 (stereo not given)	nt	nt	4	nt	nt	0	-0.1	-14
CCN(CC)CCCNC(=O)c1cn(C)c2ccc(S(=O)(=O)N(C)C3CCCCC3)cc2c1=O	-2	-1	2	3.4	6	nt	0.0	-1
COc1ccccc1OCC(=O)Nc1cc2c(cc1C(=O)O)OCCCO2	-27	6	4	1.0	-9	19	0.2	-1
C=CC[n+]1ccc2ccccc2c1C	nt	4	-8	-0.3	12	0	0.2	10
O=C(Nc1ccc(F)cc1)N1CCCCN2[C@@H](CO)[C@H](c3ccc(-c4cccc(F)c4)cc3)[C@@H]2C1	1	3	-2	-1.3	5	-1	0.2	-23
COCCCN(CC(=O)Nc1ccc(N2CCOCC2)cc1)S(=O)(=O)c1ccc(Cl)cc1	nt	3	nt	-1.6	4	-1	0.1	0
O=C(C[C@@H]1C[C@@H]2c3cc(NC(=O)Nc4ccccc4F)ccc3O[C@@H]2[C@H](CO)O1)NCc1cc(F)ccc1F	-2	1	-6	-2.3	10	-13	-0.1	15
Cc1ccc(S(=O)(=O)N2Cc3ccccc3CC2C(=O)NC(C)(C)C)cc1 (stereo not given)	-6	4	0	-0.5	-4	4	0.0	-7

Sorted by the number under ERAP1 inh (falling): some entries from above
SMILES | ERAP1 inh | esBAF inh | F508del corr | RAD52 anneal inh | ARNT TACC3 PPI | GSIS activator
COCCCN(CC(=O)Nc1ccc(N2CCOCC2)cc1)S(=O)(=O)c1ccc(Cl)cc1 | 3 | nt | -1.6 | 4 | -1 | 0
O=C(C[C@@H]1C[C@@H]2c3cc(NC(=O)Nc4ccccc4F)ccc3O[C@@H]2[C@H](CO)O1)NCc1cc(F)ccc1F | 1 | -6 | -2.3 | 10 | -13 | 15
COc1ccc(NC(=O)c2ccc3[nH]c(C)c(C)c3c2)cc1 | -1 | 58* | -1.0 | -13 | 7 | -5
